# bovine MsrA act – activates bovine MsrA enzyme | 360,000 tested, 0.3% active | purified bovine MsrA, absorbance read-out | activation, % at 10.6 µM; in the data active means activation above about 7.5%;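 further: 0% = vehicle and 100% = reference activator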
# CSN deneddyl inh – CSN deneddylation inhibition. AID 651999. Purified CSN, SCF-Nedd8-OG deneddylation, fluorescence polarization. 360,000 tested, 0.38% active. Q92905. inhibition, % at 12.5 µM;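 active means pattern-corrected inhibition above about 35%, with an unprinted fluorescence ratio check between 0.5 and 1.5, limit read from the data, passing the limit was not always enough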;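 further: 0% = enzyme with substrate and 100% = substrate without enzyme; some results filed as inactive read as strong as hits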
# Target sequence (Q92905 whole entry, looked up, one chain of several): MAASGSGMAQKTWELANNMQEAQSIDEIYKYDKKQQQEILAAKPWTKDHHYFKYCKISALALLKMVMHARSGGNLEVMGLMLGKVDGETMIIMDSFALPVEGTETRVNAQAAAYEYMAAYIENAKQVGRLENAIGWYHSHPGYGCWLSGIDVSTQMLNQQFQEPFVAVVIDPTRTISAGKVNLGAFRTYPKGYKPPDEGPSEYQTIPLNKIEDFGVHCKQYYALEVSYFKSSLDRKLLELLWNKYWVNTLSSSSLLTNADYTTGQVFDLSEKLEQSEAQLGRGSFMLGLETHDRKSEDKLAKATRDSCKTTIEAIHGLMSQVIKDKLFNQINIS
#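 Assay system: purified human Csn5 enzyme expressed in HEK293T cells; Input: 0.24 nM Csn5 enzyme, final concentration; Reagent: 10 nM SCFSkp2-Nedd8OG; Compound dosing: 12.5 µM single point; Times: reaction 90 min, room temperature; Technique: fluorescence polarization readout.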
# PABP1 MLLE inh – inhibitors of microRNA-mediated deadenylation, human PABP1 MLLE binding; P11940; GST-MLLE / FITC-PAM2 fluorescence polarization; inhibition, % at 20 µM; 360,000 tested, 0.36% active; AID 588489; in the data active means inhibition above about 35%, passing the limit was not always enough;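 further: plate controls were DMSO wells with GST-MLLE for no effect and wells lacking GST-MLLE protein for full effect; some results filed as inactive read as strong as hits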
# Rin1-Abl PPI inh – inhibitors of human Rin1-Abl protein interaction. P00519+Q13671. TR-FRET Rin1/Abl binding, biochemical. inhibition, % at 7.35 µM. 360,000 tested, 0.4% active. AID 588664; in the data active means inhibition above about 5%, passing the limit was not always enough
# MsrA inh – inhibitors of bovine MsrA; purified bovine MsrA, absorbance read-out; inhibition, % at 15.5 µM; 360,000 tested, 0.75% active; in the data active means inhibition above about 4.5%;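 further: 0% = vehicle wells with enzyme and 100% = reference inhibitor wells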
# Neddyl block – cullin neddylation inhibition; P61081+Q13564; TR-FRET cullin neddylation, biochemical; calls only at 25 µM; 360,000 tested, 0.58% active; in the data active means inhibition above about 36%
# Target sequence (P61081 whole entry, looked up): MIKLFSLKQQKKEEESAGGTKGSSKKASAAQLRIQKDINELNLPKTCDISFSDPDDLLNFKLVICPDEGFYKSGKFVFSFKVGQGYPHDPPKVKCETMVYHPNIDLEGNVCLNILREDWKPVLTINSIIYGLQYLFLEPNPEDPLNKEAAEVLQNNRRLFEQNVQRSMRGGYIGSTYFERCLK
# Target sequence (Q13564 whole entry, looked up): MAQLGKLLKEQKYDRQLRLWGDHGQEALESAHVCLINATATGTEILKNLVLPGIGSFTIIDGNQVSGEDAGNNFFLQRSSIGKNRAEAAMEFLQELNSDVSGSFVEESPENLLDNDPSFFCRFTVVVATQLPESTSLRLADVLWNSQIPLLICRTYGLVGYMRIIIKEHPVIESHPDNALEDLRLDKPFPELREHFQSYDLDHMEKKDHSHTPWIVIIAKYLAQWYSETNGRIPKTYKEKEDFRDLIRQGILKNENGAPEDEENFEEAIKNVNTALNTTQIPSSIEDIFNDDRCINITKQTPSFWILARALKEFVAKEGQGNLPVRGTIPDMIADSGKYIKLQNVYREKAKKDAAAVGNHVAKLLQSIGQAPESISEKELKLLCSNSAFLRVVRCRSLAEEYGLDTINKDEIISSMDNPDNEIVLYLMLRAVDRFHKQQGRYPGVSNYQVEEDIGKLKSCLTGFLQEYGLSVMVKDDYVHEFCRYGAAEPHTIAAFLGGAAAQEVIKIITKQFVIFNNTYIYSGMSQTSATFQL
# FAS TE block – FAS thioesterase (human) inhibition; P49327; recombinant FAS-TE, OMFH fluorogenic substrate, fluorescence endpoint; inhibition, % at 15 µM; 360,000 tested, 0.67% active;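 active means compounds whose normalised, plate-corrected inhibition of enzyme fluorescence in the single-dose primary screen is 50% or more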;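 further: 0% = DMSO with enzyme and 100% = substrate without enzyme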
# E coli Lon inh – inhibitors of E. coli Lon protease; purified E. coli Lon protease, fluorescence polarization; 360,000 tested, 0.42% active; P0A9M0; inhibition, % at 7.94 µM; in the data active means inhibition above about 13%, passing the limit was not always enough;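 further: 0% = enzyme with probe and DMSO and 100% = no enzyme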
# Tb MetRS inh – Trypanosoma brucei MetRS inhibition; AID 624268; purified T. brucei MetRS, ATP depletion, Kinase-Glo luminescence; 360,000 tested, 0.4% active; inhibition, % at 11.9 µM;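 active means inhibition above a per-plate cutoff of the control wells' mean inhibition plus 3 SD, cut at about 5.5% in these data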;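 further: 0% = DMSO wells median and 100% = median of wells with control inhibitor compound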
#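 Test system – parasite MetRS enzyme · Reagent – substrates ATP, L-methionine and bulk Escherichia coli tRNA · Doses – 11.9 µM compound single dose, 0.9% DMSO · Times – 15 min enzyme-compound preincubation, 2 h reaction, 10 min detection, 25 °C · Signal – Kinase-Glo luminescence, ATP depletion format · Controls – DMSO-only wells as low control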
# An asterisk follows results filed as active; i = inactive; / = no result given.
SMILES,bovine MsrA act,CSN deneddyl inh,PABP1 MLLE inh,Rin1-Abl PPI inh,MsrA inh,Neddyl block,FAS TE block,E coli Lon inh,Tb MetRS inh
O=C(Nc1cccc(Cl)c1)NC1CCN(C2CCCCC2)C1 (stereo not drawn),-2,-4,-13,-1,-1.8,i,-7,0,2.8
COCCNC(=O)C(c1ccccc1C)N(C(=O)Cn1nnc2ccccc21)c1cccnc1 (stereo not drawn),0,0,3,1,0.2,i,2,-2,-1.1
Cc1nc2c(cc1NC(=O)c1ccccc1)nc(C)n2Cc1ccccc1,-1,-4,1,0,0.6,i,-2,-4,0.2
CC(C)c1ccc(NC(=O)C(c2ccc3c(c2)OCO3)N2CCCCC2)cc1 (stereo not drawn),-1,-3,-7,-1,-1.2,i,29,0,-0.1
Cc1ccc(CNC(=O)C2CC(c3cc(C(F)(F)F)cc(C(F)(F)F)c3)=NO2)o1 (stereo not drawn),-3,1,-2,3,0.0,i,7,-2,-0.2
CC(=O)c1ccc(Oc2ncnc(N)c2[N+](=O)[O-])cc1,0,0,-2,3,-0.7,i,-1,-7,-0.4
CCC(C)NC(=O)CSc1nc2cc3c(cc2c(=O)n1Cc1ccco1)OCO3 (stereo not drawn),-3,-5,11,0,-0.6,i,-5,2,0.4
Cn1c(=O)c2c(nc(N/N=C/c3ccncc3)n2Cc2ccccc2)n(C)c1=O,-5,4,-18,-7,3.6,i,1,11,0.1
CCCn1c(=O)c(C(=O)NNC(=O)c2ccccc2Cl)c(O)c2ccccc21,-3,-2,8,1,0.9,i,1,-5,-0.3
CN(C)c1ccc(C2/C(=C(/O)c3ccc(Br)cc3)C(=O)C(=O)N2C)cc1 (stereo not drawn),-2,1,-8,-2,2.6,i,-3,-8,0.2
O=C(O)c1ccc(N/N=C/C(Br)=C/c2ccccc2)cc1,-12,2,4,-1,3.7,i,1,-3,-0.9
Nc1ncc(S(=O)(=O)c2ccc(Cl)cc2)c(N)n1,-2,2,-8,-2,0.8,i,-2,0,0.1
CSCC[C@H](NC(=O)[C@@H]1Cc2ccccc2CN1)C(=O)Nc1ccc2c(c1)OCCO2,-3,-2,9,0,0.0,i,0,4,-0.5
Cc1ccc(SCC(=O)NCCSC(C)(C)C)cc1,0,1,12,-2,-0.8,i,1,11,0.1
CC(C)c1ccc(NC2CCCN(C(=O)c3cc(C(C)C)[nH]n3)C2)cc1 (stereo not drawn),0,1,-8,0,0.2,i,-1,-12,-0.1
CC(=O)c1cccc(NC(=O)CN2C=NS(=O)(=O)c3ccc(C)cc32)c1,-1,-5,-6,0,0.2,i,-1,-7,0.3
Cc1cccc(C)c1NC(=O)CSc1nc(C2CC2)nc2ccccc12,1,2,1,-4,-1.2,i,-1,5,0.0
Cc1ccc(NCC(=O)N/N=C/c2cccc(Br)c2)cc1,-2,-1,9,3,0.8,i,4,5,-0.4
COc1ccc(C(=O)N2CCN(Cc3ccccc3C)CC2)cc1OC,-3,0,-5,2,2.7,i,-7,-5,-0.6
Cc1nn(C)c(Oc2cccc(Cl)c2)c1C(=O)O,3,-8,4,1,1.1,i,-1,-4,0.3
O=C(Nc1cccc(Cl)c1)C1=CC=CN2CCS(=O)(=O)N=C12,-2,1,-4,5,0.8,i,-3,-3,-0.2
CC(=O)NC(C)c1cc(Cl)c2cccnc2c1O (stereo not drawn),-12,-2,5,6,1.9,i,-5,5,-0.5
CCOC(=O)CSc1n[nH]c(-c2cccnc2)n1,-10,4,-13,0,-0.9,i,-8,-10,-0.5
CC1CCN(C(=O)CSCC(=O)O)CC1,-5,-4,-2,-5,0.3,i,-2,-6,-0.1
Cc1c(Nc2cc(N3CCCCCC3)c3nonc3c2[N+](=O)[O-])c(=O)n(-c2ccccc2)n1C,5,-3,-11,-3,0.2,i,-1,-5,-0.2

# Other compounds follow:
SMILES,bovine MsrA act,CSN deneddyl inh,PABP1 MLLE inh,Rin1-Abl PPI inh,MsrA inh,Neddyl block,FAS TE block,E coli Lon inh,Tb MetRS inh
Cc1ccc(/C=[N+](\[O-])c2ccc(N(C)C)cc2)c2nsnc12,1,-12,-28,-4,0.0,i,0,-2,-0.5
Nc1n[nH]c(-c2ccccc2)n1,-3,2,9,0,1.4,i,-9,-4,-0.1
CC1(c2ccccc2)NC(=O)N(CC(=O)N(CC(=O)Nc2ccccc2C(F)(F)F)Cc2ccco2)C1=O (stereo not drawn),-1,0,21,1,-1.2,i,-1,8,-0.4
Cc1cccc(OCC(O)Cn2c(N3CCCCC3)nc3c2c(=O)[nH]c(=O)n3C)c1 (stereo not drawn),0,-1,-6,-2,0.3,i,0,7,-0.2
O=C1CC(N2CCOCC2)C(=O)N1c1cc(Cl)cc(Cl)c1 (stereo not drawn),-6,-7,4,2,-0.4,i,-3,-6,0.2
COc1ccc(-c2csc(N=C(N)N)n2)cc1,-7,0,31,-3,1.6,i,-2,5,0.7
O=C1CS/C(=N/N=C/c2cccs2)N1Cc1ccc(F)cc1,-3,-3,-10,-2,1.3,i,14,-2,-0.4
O=C(c1cnn2c(C(F)(F)F)cc(-c3ccco3)nc12)N1CCCc2ccccc21,-4,4,-13,-1,0.8,i,0,-3,-1.1
O=C1Nc2ccc3sc4ccccc4c3c2C1=O,-1,-3,-4,-7,0.1,i,-9,1,0.0
CC(C)(C)c1ccccc1OCC(O)CN1CCN(c2ccccn2)CC1 (stereo not drawn),-1,4,-5,5,1.5,i,6,2,-1.2
COc1ccc(S(=O)(=O)Nc2cccc(N(C)S(C)(=O)=O)c2)cc1Br,-5,-6,3,2,0.6,i,4,3,-0.6
O=C(Cc1ccc([N+](=O)[O-])cc1)N/N=C/c1cccs1,-4,-3,-8,0,1.9,i,16,-7,-0.1
CC(NC(C)c1ccccc1Cl)C(=O)Nc1cccc(S(=O)(=O)N2CCCCC2)c1 (stereo not drawn),-1,-3,-10,1,0.0,i,20,4,-0.7
COc1ccc2cc(C(=O)NCc3ccco3)c(=Nc3ccc(C(=O)O)cc3)oc2c1,-3,4,16,-2,2.8,i,1,1,0.2
CCCNC(=O)c1ccc2c(c1)C1C3CCC(C3)C1C(c1ccccc1)N2 (stereo not drawn),0,8,6,1,0.7,i,16,4,-0.4
C[C@H]1CN([C@@H](C)CO)C(=O)c2cc(Br)cnc2O[C@H]1CN(C)C(=O)C1CCC1,-1,3,-5,-5,1.0,i,-6,6,0.4
CN(c1ccc(C(=O)Nc2nccs2)cc1)S(=O)(=O)c1ccccc1,-5,-5,4,-4,0.5,i,2,-6,-1.1
CC(C)N=c1scc(-c2cccs2)n1/N=C/c1ccc(O)c(O)c1O,-1,4,-6,14*,1.1,i,11,-6,-1.1
CCc1cc2c(N[C@@H](Cc3c[nH]c4ccccc34)C(=O)O)ncnc2s1,-4,-1,1,2,-0.2,i,-4,-14,0.5
Cc1n[nH]c(C)c1S(=O)(=O)N1CCN(C2CCCCC2)CC1,-3,3,2,0,0.3,i,-6,6,-1.2
C[C@H](CO)N1C[C@H](C)[C@@H](CN(C)Cc2ccncc2)Oc2c(NC(=O)Cc3ccccc3)cccc2C1=O,-10,5,9,6,-0.6,i,1,6,-0.5
Cc1nnsc1-c1nc2ccccc2n1C(CCc1ccccc1)c1nc2ccccc2[nH]1 (stereo not drawn),/,2,/,/,0.6,i,/,/,-0.6
Cc1cc(=O)n2[nH]c(N)c(N=Nc3ccccc3F)c2n1,-5,-8,-7,-4,1.9,i,-4,0,0.1
CC(C)(C)NC(=O)CSc1ncccc1-c1nc2ccccc2[nH]1,-3,4,-4,-2,1.0,i,-5,-5,0.7
CCOC(=O)c1[nH]c2cc3c(cc2c1NC(=O)CN1CCC(C)CC1)OCO3,-3,0,-19,-2,2.9,/,4,-2,0.4

# (further entries)
SMILES,bovine MsrA act,CSN deneddyl inh,PABP1 MLLE inh,Rin1-Abl PPI inh,MsrA inh,Neddyl block,FAS TE block,E coli Lon inh,Tb MetRS inh
O=C1C=C(c2ccc(-c3ccccc3)c(F)c2)C[C@@H](c2ccc(Cl)cc2)C1,-10,5,8,4,0.2,i,35,-8,-0.3
CCN(CC)S(=O)(=O)c1ccc(C(=O)N2CCN=C2SCc2cccnc2)cc1,-3,-5,10,-1,-1.1,i,5,-9,-0.2
COc1ccc(S(=O)(=O)Nc2cccc3c2O[C@H](CN(C)C(=O)NC(C)C)[C@@H](C)CN([C@H](C)CO)C3=O)cc1,-13,-2,4,3,-0.5,i,-12,-11,-0.6
CCOC(=O)c1ccc(NC(=O)Cn2nnc(-c3ccccc3C)n2)cc1,-3,0,-4,5,0.0,i,35,-1,-0.3
CC(C)(C)n1nnnc1CN1CCC(NC(=O)NC2CCCCC2)CC1,2,0,-5,1,0.7,i,-8,5,-0.3
COc1cc(O)c(C(CCN2CCCC2)c2cc(OC)c(OC)c(OC)c2)c(OC)c1 (stereo not drawn),-5,5,-15,2,1.2,i,1,-5,-0.3
O=C(NCCc1ccccc1)C1=CCN(S(=O)(=O)c2ccccc2)CC1,-6,0,-12,1,0.4,i,-1,-6,0.3
COc1ccc(CCNC(=S)Nc2cccc(C)c2C)cc1,-1,2,-3,-5,0.1,i,-3,8,-1.7
c1ccc(CN2CCN(c3ncnc4nc[nH]c34)CC2)cc1,-4,-2,-1,3,0.3,i,-11,-15,-0.9
N#Cc1c(-c2ccco2)ccn(Cc2ccc(F)cc2)c1=O,-6,4,-27,2,2.9,i,21,-3,-0.2
CCC(C)(C(=O)NC1CCCCC1)N(C(=O)c1cnccn1)c1c(C)n(C)n(-c2ccccc2)c1=O (stereo not drawn),2,-3,3,-5,-0.9,i,-6,1,-0.6
Cc1cc(C)c2[nH]c(C(=O)N3CCC(n4nccc4NC(=O)C4CC4)CC3)c(C)c2c1,-4,0,-10,0,-0.9,i,-4,-11,-0.1
O=C(OCC(=O)N1CCCCCC1)c1ccccc1Br,-2,1,-7,1,-0.8,i,-1,1,-0.1
COc1ccc(NC(=O)c2cccnc2Nc2ccc(OC)cc2)cc1,-1,3,-5,1,2.7,i,19,12,0.1
Cc1cc(N2CCC(C(=O)Nc3ccc(F)cc3)CC2)nc(-c2ccccc2)n1,-8,2,-10,0,-0.2,i,22,2,-0.6
COc1ccccc1OCCNc1cc(N2CCCCC2)ccc1[N+](=O)[O-],-4,8,7,-3,0.0,i,29,-9,-0.9
CC1CC(C)CN(S(=O)(=O)c2ccc(C(=O)N3CC(C)OC(C)C3)cc2)C1 (stereo not drawn),-3,1,6,-3,-0.6,i,0,-9,-0.1
O=C(CSc1ccccc1)Nc1cccc(S(=O)(=O)N2CCCCC2)c1,-2,-4,1,2,1.0,i,13,-25,-0.2

# Given with values under each structure: 6 of the compounds above
# Below each SMILES – bovine MsrA act	CSN deneddyl inh	PABP1 MLLE inh	Rin1-Abl PPI inh	MsrA inh	Neddyl block	FAS TE block	E coli Lon inh	Tb MetRS inh
> O=C(NCCc1ccccc1)C1=CCN(S(=O)(=O)c2ccccc2)CC1
→ -6	0	-12	1	0.4	i	-1	-6	0.3
> COc1ccc(CCNC(=S)Nc2cccc(C)c2C)cc1
→ -1	2	-3	-5	0.1	i	-3	8	-1.7
> c1ccc(CN2CCN(c3ncnc4nc[nH]c34)CC2)cc1
→ -4	-2	-1	3	0.3	i	-11	-15	-0.9
> N#Cc1c(-c2ccco2)ccn(Cc2ccc(F)cc2)c1=O
→ -6	4	-27	2	2.9	i	21	-3	-0.2
> CCC(C)(C(=O)NC1CCCCC1)N(C(=O)c1cnccn1)c1c(C)n(C)n(-c2ccccc2)c1=O (stereo not drawn)
→ 2	-3	3	-5	-0.9	i	-6	1	-0.6
> Cc1cc(C)c2[nH]c(C(=O)N3CCC(n4nccc4NC(=O)C4CC4)CC3)c(C)c2c1
→ -4	0	-10	0	-0.9	i	-4	-11	-0.1

# Screening data: PubChem BioAssay, several laboratories
